LYP phosphatase = inhibitors of LYP phosphatase, biochemical, fluorescence intensity, uHTS (AID 1779) | recombinant LYP phosphatase, fluorescence intensity; higher % means a stronger effect | inhibition, % at 11.5 µM; hits with a dose series show IC50 in µM | 0.054% of 290,000 active; in the data active = inhibition above about 50%;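 also: plate controls were vehicle with enzyme for no effect and no enzyme for full effect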
AID2073 = inhibitors of Mint1-CaV2.2 protein interaction, biochemical, HTRF (AID 2073); HTRF protein-protein interaction, Mint1-CaV2.2; higher % means a stronger effect; inhibition, % at 20 µM, or IC50 in µM where a hit was titrated; 0.19% of 290,000 active; in the data active = inhibition mostly above about 51%, no sharp cut-off; inconclusive = no clear call, values can overlap the other calls; inactive = mostly below about 53%; also: some results filed as inactive read as strong as hits
Rac1 GTP hydrolysis = MgcRacGAP GTPase-activating activity inhibitors, confirmation, biochemical, ADP Hunter fluorescence | MgcRacGAP-stimulated Rac1 GTP hydrolysis, ADP Hunter fluorescence; higher % means a stronger effect; GST-tagged Rac1 F28L mutant substrate | one-dose inhibition, % at 30 µM; IC50 in µM for titrated hits | 0.6% of 340,000 active;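 active = first-screen hits whose inhibition reached a set limit at any dose in the follow-up dose series; inconclusive = inhibition above the set first-screen limit but never retested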;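 also: fluorescence reports GDP produced by GAP-driven GTP hydrolysis; strong numbers were not always called active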
RSV CPE inhibition = RSV antiviral activity via CPE protection, HEp-2 cells, primary 10 µM value included (AID 2391); HEp-2 cells, RSV-induced CPE inhibition; higher % means a stronger effect; 0.13% of 310,000 active; CPE inhibition, % at 10 µM; hits with a dose series show IC50 in µM; in the data active = a potency from the dose series; inconclusive = CPE inhibition mostly from about 23% at the one dose, without a potency; inactive = the rest, 99 in 100 with CPE inhibition below about 21%; also: strong numbers were not always called active
Siah-1 displacement = Siah-1 peptide-binding antagonists, primary screen, biochemical, fluorescence polarization, rhodamine-plectin, uHTS (AID 1817); one-dose displacement, % at 20 µM; IC50 in µM for titrated hits; Siah-1 / rhodamine-plectin peptide fluorescence polarization; higher % means a stronger effect; 0.02% of 290,000 active;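 active = displacement of at least 50% at 20 µM, with a fluorescence ratio check between 0.3 and a set limit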;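 also: plate controls were Siah plus tracer with DMSO for no effect and tracer alone without Siah for full effect; strong numbers were not always called active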
SV40 large T antigen = SV40 large T antigen inhibitors, biochemical (AID 1903); SV40 large T antigen ATPase/helicase inhibition assay; higher % means a stronger effect; inhibition, % at 20 µM, or IC50 in µM where a hit was titrated; 0.39% of 310,000 active; in the data active = a potency from the dose series; inconclusive = inhibition mostly from about 32% at the one dose, without a potency; inactive = the rest, 99 in 100 with inhibition below about 32%; also: strong numbers were not always called active
XIAP displacement = XIAP antagonists, biochemical, IAP family, fluorescence polarization (AID 1018); 0.007% of 200,000 active; XIAP BIR domain, fluorescence polarization peptide displacement; higher % means a stronger effect; displacement, % at 20 µM; hits with a dose series show IC50 in µM; in the data active = displacement above about 50%; also: a part of the inactive calls stands beside numbers as strong as those of hits
HIV fusion peptide = cell-free HIV fusion peptide-binding blockers – biochemical, uHTS, fluorescence dequenching, primary screen (AID 1986); inhibition, % at 20 µM, or IC50 in µM where a hit was titrated; cell-free peptide binding, fluorescence dequenching, 30 min; higher % means a stronger effect; 0.3% of 290,000 active; in the data active = inhibition mostly above about 52%, no sharp cut-off; inactive = mostly below about 76%; also: some results filed as inactive read as strong as hits
Dengue-2 NS5 capping = flavivirus cap methylation enzyme inhibition – biochemical, confirmation dose response, primary screen (AID 588689) | Dengue-2 NS5 methyltransferase capping enzyme assay, biochemical; higher % means a stronger effect | one-dose inhibition, % at 25 µM; IC50 in µM for titrated hits | 0.3% of 340,000 active; in the data active = a potency from the dose series; inconclusive = inhibition above about 29% without an active follow-up result
* = called active by the depositor; ? = inconclusive; nt = no result given.

Order of values: HIV fusion peptide, SV40 large T antigen, XIAP displacement, LYP phosphatase, RSV CPE inhibition, Dengue-2 NS5 capping, AID2073, Rac1 GTP hydrolysis, Siah-1 displacement
1	N#CCCS(=O)(=O)c1ccc(N)cc1
    1.4%, 18.3%, -2.8%, 0.2%, 0.2%, -2.2%, 1.3%, -2.5%, 1.2%
2	Cc1ccc(NC(=O)CN2C(=O)CSC2=O)cc1
    -0.3%, 5.0%, -0.8%, -6.6%, -0.5%, -8.9%, 2.2%, 17.7%, 3.5%
3	Cn1nnnc1SCC(=O)Nc1ccc(Br)cc1Cl
    -2.5%, -0.2%, -3.6%, -9.5%, 2.4%, 0.0%, 7.5%, 0.1%, -4.5%
4	Cc1cc(C)nc(NC(=O)c2cccc([N+](=O)[O-])c2C)n1
    -3.8%, 2.9%, -1.4%, -3.5%, 1.4%, -6.2%, -7.0%, 1.1%, -6.4%
5	CCOC(=O)C(NC(=O)c1ccc(OC)cc1)(N1CCOCC1)C(F)(F)F (configuration not stated)
    0.7%, 2.5%, -1.3%, -6.2%, 0.1%, -4.0%, -7.4%, 6.9%, 0.0%
6	Cc1sc2nc(CSc3nnnn3-c3ccc(Cl)cc3)[nH]c(=O)c2c1C
    15.4%, -2.3%, -13.9%, 8.9%, ?, 11.5%, 16.7%, 12.9%, 4.2%
7	CCCCn1nc2cc(C(=O)NCC3CC3)ccc2c1OCC
    0.4%, 7.4%, -2.0%, -13.3%, 0.5%, -8.4%, 38.2%, 1.0%, 3.6%
8	O=C(NC1CCCC1)C(c1ccc(F)cc1)N(Cc1ccc(F)cc1)C(=O)c1ccn[nH]1 (configuration not stated)
    0.8%, 38.9%, 0.5%, 7.0%, 0.3%, -3.8%, 1.0%, 2.6%, 1.1%
9	COc1cc(/C(=C/c2ccccc2)c2ccccc2)c2c(c1)oc1ccccc12
    1.6%, 2.9%, nt, -14.1%, 0.6%, -10.2%, 11.5%, 9.8%, -4.4%
10	CCC(C)c1ccc(C(C)NC(=S)NC2CCCCC2)cc1 (configuration not stated)
    -1.3%, -4.0%, nt, 0.5%, 3.0%, -4.7%, 4.9%, 5.0%, -1.5%
11	COC(=O)c1sccc1NC(=O)c1ccccc1
    -0.3%, 3.6%, 2.2%, -3.8%, 0.9%, -8.9%, 6.9%, 8.5%, 4.8%
12	COc1ccc(/C=C2/N=C(SCC(=O)Nc3cc(C)on3)N(c3ccccc3)C2=O)cc1
    -0.3%, 9.4%, -1.0%, 1.0%, 0.6%, -5.3%, 8.9%, 6.5%, -4.1%
13	CCCCCC(CC(=O)NO)C(=O)NC(C(=O)N1CCCC1CO)C(C)C (configuration not stated)
    nt, 8.8%, nt, nt, -1.4%, -3.0%, nt, 2.1%, nt
14	CN(C)CCC=C1c2ccccc2C=Cc2ccccc21
    nt, -2.2%, nt, nt, -2.2%, -2.9%, nt, 8.5%, nt
15	CCN(CCCNC(=O)CNC(=O)c1nn(-c2ccc(OC)cc2OC)c(=O)c2ccccc12)c1cccc(C)c1
    -2.2%, -0.4%, nt, -6.9%, 2.1%, -2.2%, 6.0%, 9.3%, -6.0%

In the list so far, these contain an aryl methoxy group:
Order of values: HIV fusion peptide, SV40 large T antigen, XIAP displacement, LYP phosphatase, RSV CPE inhibition, Dengue-2 NS5 capping, AID2073, Rac1 GTP hydrolysis, Siah-1 displacement
5	CCOC(=O)C(NC(=O)c1ccc(OC)cc1)(N1CCOCC1)C(F)(F)F (configuration not stated)
    0.7%, 2.5%, -1.3%, -6.2%, 0.1%, -4.0%, -7.4%, 6.9%, 0.0%
9	COc1cc(/C(=C/c2ccccc2)c2ccccc2)c2c(c1)oc1ccccc12
    1.6%, 2.9%, nt, -14.1%, 0.6%, -10.2%, 11.5%, 9.8%, -4.4%
12	COc1ccc(/C=C2/N=C(SCC(=O)Nc3cc(C)on3)N(c3ccccc3)C2=O)cc1
    -0.3%, 9.4%, -1.0%, 1.0%, 0.6%, -5.3%, 8.9%, 6.5%, -4.1%
15	CCN(CCCNC(=O)CNC(=O)c1nn(-c2ccc(OC)cc2OC)c(=O)c2ccccc12)c1cccc(C)c1
    -2.2%, -0.4%, nt, -6.9%, 2.1%, -2.2%, 6.0%, 9.3%, -6.0%

Next part.
Order of values: HIV fusion peptide, SV40 large T antigen, XIAP displacement, LYP phosphatase, RSV CPE inhibition, Dengue-2 NS5 capping, AID2073, Rac1 GTP hydrolysis, Siah-1 displacement
16	Cc1ccc2c(c1)N(CC(=O)N1CCCCC1)C(=O)C(C)O2 (configuration not stated)
    -0.6%, 3.5%, nt, -12.7%, 1.0%, -15.9%, 3.4%, -4.3%, 10.3%
17	C=CCn1c(=O)c(C(=O)Nc2ccc(C)cc2)c(O)c2ccccc21
    0.6%, 4.5%, nt, -8.6%, 9.7%, 2.4%, 7.6%, 6.9%, -4.0%
18	O=c1cc(N2CCN(c3ccccc3)CC2)[nH]c(=O)n1-c1ccccc1
    -2.2%, 5.3%, -6.4%, -4.0%, -1.4%, 3.6%, -2.9%, -11.3%, -2.8%
19	O=C1CCCc2ccccc2N1Cc1ccccc1
    -0.5%, 4.1%, -5.4%, -4.7%, 2.0%, -0.8%, -3.2%, 2.9%, 3.4%
20	CC12CCC(C(=O)NCc3ccc4c(c3)OCO4)(OC1=O)C2(C)C (configuration not stated)
    -1.3%, 7.9%, -2.5%, -0.2%, 0.4%, -6.1%, 0.4%, 6.4%, 0.1%
21	COc1ccc2nc(NC(=O)c3cnccn3)sc2c1
    5.7%, -0.4%, -8.1%, -1.7%, 0.7%, -8.0%, 25.9%, 3.1%, -11.0%
22	COc1cc(CCN2C(=O)N[C@@H](CCc3ccccc3)C(C(C)=O)=C2C)cc(OC)c1OC
    -1.6%, 5.4%, -5.2%, -6.0%, 0.0%, nt, 7.2%, nt, 0.8%
23	COc1ccccc1/C=N/Nc1cc(N(C)C)nc(N(C)C)n1
    1.9%, -21.7%, -5.1%, -1.6%, 1.6%, 13.4%, -3.5%, -4.2%, 8.7%
24	O=C1C2C3C=CC(C3)C2C(=O)N1c1ccc2c(c1)OCO2 (configuration not stated)
    -1.7%, 1.5%, -3.3%, -3.4%, -0.9%, -6.9%, ?, 3.9%, 0.7%
25	CCOc1cc(/C=C2\SC(=S)N(C(C(=O)O)c3ccccc3)C2=O)ccc1O (configuration not stated)
    22.6µM*, ?, nt, 5.8%, 1.9%, ?, -3.3%, ?, -17.4%
26	CC1=C2C(=O)OC(c3ccoc3)C2(C)CCC1 (configuration not stated)
    -0.6%, 2.9%, -4.8%, -5.6%, 2.2%, 2.1%, 3.6%, 3.2%, -4.4%
27	COC(=O)N1CN(C(=O)OC)CN(C(=O)OC)C1
    2.0%, 4.6%, 0.1%, -12.1%, 1.6%, -0.5%, 2.7%, 8.6%, 1.2%
28	Cc1ccc2c(c1)sc1ncc(NC(=O)c3ccc(F)cc3)c(=O)n12
    1.0%, 8.3%, 0.6%, -1.8%, 2.2%, nt, 31.2%, nt, 11.0%
29	CC(=O)N1c2ccc(S(=O)(=O)N3CCC(C(=O)Nc4cccc(C)n4)CC3)cc2CC1C (configuration not stated)
    1.3%, 4.0%, nt, -14.5%, 0.1%, 1.8%, 29.2%, 10.6%, 5.1%
30	Cc1oc(-c2cccs2)nc1CS(=O)CC(=O)NCCCOC(C)C (configuration not stated)
    0.5%, -2.1%, -0.9%, -4.2%, 2.8%, -0.7%, -8.4%, 7.9%, 3.0%
31	CC(C)N1CCN(Cc2ccc3c(c2)Cc2ccccc2-3)CC1CCO (configuration not stated)
    0.8%, 8.6%, -0.9%, -2.4%, -1.2%, -6.2%, -1.4%, 7.1%, -3.8%
32	CC(=O)Nc1cccc(NC(=O)C2CCN(C(=O)c3ccco3)CC2)c1
    -0.5%, 3.8%, nt, -10.4%, 1.1%, -4.5%, -5.3%, 5.9%, 8.7%
33	CCCC1CC(=O)OC1(C)C(=O)CSc1n[nH]c(-c2ccccc2)n1 (configuration not stated)
    5.2%, 5.9%, -4.8%, 1.4%, 6.3%, nt, 11.0%, nt, 4.5%
34	COc1ccc2[nH]cc(CCNC(=O)c3ccccc3Cl)c2c1
    -0.7%, 2.8%, nt, 4.8%, 4.2%, -5.9%, 9.5%, nt, 2.1%
35	Cc1ncoc1C(=O)N1CCCC(C(=O)c2cccc3ccccc23)C1 (configuration not stated)
    -0.8%, 13.7%, -11.4%, 2.5%, 3.4%, -1.2%, 15.2%, 13.0%, -1.1%
36	CCCc1nnc(N2C(=O)c3cccc4cccc(c34)C2=O)s1
    0.3%, 8.8%, -7.0%, -3.9%, 1.5%, 0.7%, 4.2%, 2.4%, 2.9%
37	COc1ccc(-n2c(SCC#N)nnc2-c2ccc(NS(=O)(=O)c3ccc(C)cc3)cc2)cc1
    3.4%, 18.7%, -2.3%, 2.0%, 1.7%, -2.4%, 2.1%, -0.2%, 2.7%
38	O=C(O)c1ccccc1/C=N/N1CCN(C2c3ccccc3-c3ccccc32)CC1
    1.2%, 3.3%, -4.9%, -5.9%, -1.1%, nt, 1.1%, nt, -6.4%
39	CC(C)C(NC(=O)c1ccccc1F)C(=O)NCCc1ccccn1 (configuration not stated)
    -2.2%, -5.5%, -9.8%, -6.0%, 0.4%, -0.8%, -5.5%, 12.1%, -2.7%
40	O=Cc1ccc2noc(-c3ccc(Cl)cc3)c2c1
    28.2%, 17.4%, -3.6%, -3.5%, 5.4%, 0.7%, -9.7%, 11.3%, -3.3%
41	Cc1ccc(NC(=O)C2C3C=CC4(O3)C2C(=O)N(CCCN2CCCC(C)C2)C4C(=O)NC2CCCCC2)cc1 (configuration not stated)
    0.9%, 15.3%, nt, -4.6%, 0.4%, -0.9%, 6.4%, 3.1%, 0.7%
42	COC(=O)c1cc(CNC(=O)c2sccc2-c2ccccc2)ccc1OC
    0.8%, 23.1%, nt, -6.2%, 8.3%, -9.1%, -2.1%, 8.2%, 0.8%
43	CCOc1ccccc1NC(=O)N1CCCC(c2nc3c(nnn3Cc3ccc(C)cc3)c(=O)[nH]2)C1 (configuration not stated)
    -3.0%, 3.7%, -23.6%, 8.0%, 1.2%, -6.4%, -4.2%, -2.2%, -2.8%
44	Cc1ccc(C)n1-c1sc2c(c1C#N)CCCC2
    5.4%, 7.5%, -2.0%, 0.9%, 0.5%, -13.0%, -11.6%, 5.7%, 2.1%
45	Cc1ccc2c(c1)NC(=O)C(CC(=O)NCCCN1CCCC1)O2 (configuration not stated)
    0.8%, -2.5%, -2.8%, -4.8%, 0.0%, 8.7%, -9.5%, 3.0%, 7.0%
46	O=C(CCNC(=O)c1ccccc1Cl)Nc1nnc(C2CC2)s1
    0.9%, 6.5%, -4.8%, -11.0%, -0.5%, 6.0%, 3.6%, 11.6%, 2.6%
47	COc1c(/C=N/NC(=O)c2ccccc2O)c(CCN(C)C(C)=O)cc2c1OCO2
    -3.5%, 7.6%, -2.7%, 4.5%, 1.1%, -6.5%, 3.2%, 3.1%, 2.7%
48	O=C(O)c1ccc(/C=N/n2cc(-c3ccccc3)[nH]c2=S)cc1
    1.9%, 26.6%, nt, -0.3%, -0.1%, -6.2%, -35.2%, 15.6%, -3.0%

Hits appear at their usual frequency; overall some 1.7% were active at least once.
